# High-throughput results from PubChem BioAssay.
# Dengue-2 NS5 capping – Dengue-2 NS5 methyltransferase inhibitors, primary screen, biochemical, confirmation dose response (AID 588689); inhibition, % at 25 µM; hits with a dose series show IC50 in µM; 340,000 compounds, 0.3% hits; Dengue-2 NS5 methyltransferase capping enzyme assay, biochemical; higher % means a stronger effect; in the data active means a potency from the dose series; inconclusive means inhibition above about 29% without an active follow-up result
# SV40 large T antigen – TAg ATPase/helicase activity blockers – biochemical (AID 1903); SV40 large T antigen ATPase/helicase inhibition assay; higher % means a stronger effect; inhibition, % at 20 µM, or IC50 in µM where a hit was titrated; 310,000 compounds, 0.39% hits; in the data active means a potency from the dose series; inconclusive means inhibition mostly from about 32% at the one dose, without a potency; inactive means the rest, 99 in 100 with inhibition below about 32%; further: strong numbers were not always called active
# Rac1 GTP hydrolysis – MgcRacGAP GTPase-activating activity inhibitors, confirmation, biochemical, ADP Hunter fluorescence; MgcRacGAP-stimulated Rac1 GTP hydrolysis, ADP Hunter fluorescence; higher % means a stronger effect; GST-tagged Rac1 F28L mutant substrate; 340,000 compounds, 0.6% hits; AID 624330; inhibition, % at 30 µM, or IC50 in µM where a hit was titrated;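 active means first-screen hits whose inhibition reached a set limit at any dose in the follow-up dose series; inconclusive means inhibition above the set first-screen limit but never retested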;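 further: fluorescence reports GDP produced by GAP-driven GTP hydrolysis; strong numbers were not always called active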
# NTR1 ag – agonists of NTR1, primary screen, imaging, U2OS cells, beta-arrestin-GFP, high content (AID 493036); P30989; NTR1-U2OS beta-arrestin-GFP spot imaging, agonist mode; activation, % at 20 µM; 330,000 compounds, 0.17% hits;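 active means activation at or above 40% of the spot to cytoplasm intensity ratio, with at least 20 cells analyzed; inconclusive means wells under 20 cells, flagged as cytotoxic or low count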;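 further: 0% = DMSO without peptide and 100% = 100 nM NTR1 peptide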
# Target sequence (P30989 whole entry, looked up): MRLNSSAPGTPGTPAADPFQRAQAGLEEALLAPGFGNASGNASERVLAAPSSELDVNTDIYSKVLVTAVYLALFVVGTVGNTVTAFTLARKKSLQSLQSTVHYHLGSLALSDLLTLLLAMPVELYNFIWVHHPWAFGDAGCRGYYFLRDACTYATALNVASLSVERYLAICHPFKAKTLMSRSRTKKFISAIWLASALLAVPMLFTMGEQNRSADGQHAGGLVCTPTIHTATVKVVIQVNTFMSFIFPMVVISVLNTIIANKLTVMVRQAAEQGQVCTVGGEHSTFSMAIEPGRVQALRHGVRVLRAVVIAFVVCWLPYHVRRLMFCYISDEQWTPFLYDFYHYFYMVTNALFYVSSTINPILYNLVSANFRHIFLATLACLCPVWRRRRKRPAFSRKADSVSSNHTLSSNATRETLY
# GPR35 arrestin U2OS – GPR35 antagonists blocking zaprinast-driven arrestin recruitment, primary screen, imaging, U2OS, beta-arrestin-GFP, zaprinast agonist (AID 2058). inhibition, % at 10 µM; hits with a dose series show IC50 in µM. U2OS GPR35 beta-arrestin-GFP translocation imaging, zaprinast antagonism; higher % means a stronger effect. 290,000 compounds, 0.052% hits;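 active means inhibition of at least 50% with at least 30 cells and total cytoplasm GFP at most 10,000,000; inconclusive means under 30 cells or total GFP of 10,000,000 plus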
# AID2073 – disruptors of CaV2.2 binding to Mint1 – biochemical, HTRF (AID 2073); 290,000 compounds, 0.19% hits; inhibition, % at 20 µM; hits with a dose series show IC50 in µM; HTRF protein-protein interaction, Mint1-CaV2.2; higher % means a stronger effect; in the data active means inhibition mostly above about 51%, no sharp cut-off; inconclusive means no clear call, values can overlap the other calls; inactive means mostly below about 53%; further: some results filed as inactive read as strong as hits
# GPR55 antagonists – GPR55 antagonists blocking LPI-driven arrestin recruitment, primary screen, imaging, U2OS, beta-arrestin-GFP, LPI agonist (AID 2013) | U2OS GPR55 beta-arrestin-GFP translocation imaging, LPI antagonism; higher % means a stronger effect | inhibition, % at 10 µM, or IC50 in µM where a hit was titrated | 290,000 compounds, 0.13% hits;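 active means spots per cell inhibited over 60%, with over 100 cells counted and total cytoplasm intensity under 500,000; inconclusive means wells with under 100 cells, flagged as likely toxic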;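 further: U2OS cells stably carrying GPR55 and arrestin-GFP stimulated by 5 µM LPI near EC80; imaged beta-arrestin-GFP aggregate spots per cell after agonist stimulation; plate controls were LPI-stimulated DMSO wells for no effect and DMSO wells without LPI for full effect; some results filed as inactive read as strong as hits; confirmed hits need IC50 under 10 µM and bright autofluorescent wells are also inconclusive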
# Yfh1-depleted yeast – mitochondrial function rescue without frataxin homolog – Friedreich's ataxia, plus single-dose screen, dose response (AID 1465). one-dose fold induction at 50 µM; EC50 in µM for titrated hits. 220,000 compounds, 0.074% hits. S. cerevisiae Yfh1-off respiration, WST-1 reduction, 72 h; higher fold induction means a stronger effect;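 active means fold induction of absorbance versus untreated yeast above a set limit, then at least 30% activation at any dose in follow-up; inconclusive means repeats straddling the limit, or above it without dose testing; inactive means fold induction below the set limit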;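 further: activators that raise dye reduction in frataxin-depleted yeast; strong numbers were not always called active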
# GPR55 beta-arrestin – selective activators of receptor GPR55 – imaging, U2OS cells, beta-arrestin-GFP redistribution, primary screen (AID 1961); U2OS GPR55 beta-arrestin-GFP redistribution imaging; higher % means a stronger effect; activation, % at 10 µM; hits with a dose series show EC50 in µM; 290,000 compounds, 0.048% hits;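 active means activation above 40% with more than 50 cells counted in the well; inconclusive means wells holding fewer than 50 cells, flagged as toxic or sparse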;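 further: U2OS osteosarcoma cells stably expressing GPR55 and beta-arrestin-GFP; plate controls were DMSO negative control for no effect and LPI positive control for full effect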
# NTR1 ag cell count 20 µM – second read-out of NTR1 ag, no call of its own (marks repeat the call); cell count; measured here: cell count, cytotoxicity flag
# Dengue-2 NS5 capping pilot replicate – also measured in Dengue-2 NS5 capping; calls as there; inhibition, %; measured here: pilot screen replicate inhibition
# The depositor's hits bear a star; i = inactive; u = inconclusive; x = no result given.
SMILES,Dengue-2 NS5 capping,SV40 large T antigen,Rac1 GTP hydrolysis,NTR1 ag,NTR1 ag cell count 20 µM,GPR35 arrestin U2OS,AID2073,GPR55 antagonists,Yfh1-depleted yeast,GPR55 beta-arrestin,others
COc1ccc(N(CC(=O)NN=C2CCCCCCC2)S(=O)(=O)c2ccccc2)cc1Cl,-4%,0%,10%,1.3,31,-9%,18%,6%,i,0.2%,
COc1ccc(N2CCN(CC(O)COC(c3ccccc3)c3ccccc3)CC2)cc1 (stereo not drawn),-10%,12%,9%,0.3,42,5%,3%,20%,x,-0.4%,
O=C(O)COc1ccc(C(=O)c2ccccc2)cc1,-1%,16%,12%,0.3,74,9%,1%,5%,i,0.2%,
Cc1nc(NC(=O)CN2CCC(O)(c3ccc(F)cc3)CC2)sc1C,-5%,17%,4%,-1.0,63,-7%,-6%,4%,i,-1.9%,
CNC(=O)C(=O)Nc1c(O)c2ccccc2[nH]c1=O,-4%,7%,8%,-0.9,62,2%,-11%,6%,i,-0.2%,
CCOC(=O)CSc1nnc(CNC(=O)c2ccc([N+](=O)[O-])cc2)n1C,4%,11%,2%,-1.0,49,-6%,-3%,-1%,i,0.5%,
Nn1cnc2scc(-c3ccco3)c2c1=O,-1%,10%,5%,0.8,66,-11%,15%,-2%,x,-0.1%,
Cc1ccc(C(=O)NC(=S)NNC(=O)COc2ccccc2C)cc1,-2%,10%,19%,9.3,57,-3%,5%,4%,i,0.2%,
COc1cccc(/C=N/NC(=O)CC2C(=O)NN=C2C)c1OC (stereo not drawn),-4%,10%,-1%,-1.0,106,5%,10%,21%,i,0.3%,
COc1ccc(C(CCN2CCOCC2)c2c(OC)cc(OC)c3c(C)cc(=O)oc23)cc1 (stereo not drawn),-12%,2%,14%,-3.4,89,9%,7%,3%,i,-0.1%,
CCOc1cc2[nH]c(=S)n(Cc3ccc(C)o3)c(=O)c2cc1OCC,-8%,3%,8%,7.0,58,-6%,-10%,8%,i,-0.1%,
COc1cccc(/C=N\NC(=O)c2ccc(C)nc2)c1,6%,3%,17%,-0.6,64,-10%,-1%,-6%,x,-0.2%,
COc1ccc(S(=O)(=O)NCCCCCC(=O)NCCCN2CCOCC2)cc1,5%,3%,6%,0.1,48,1%,-6%,22%,i,0.6%,
CCSC1=NCN(CCCC(=O)O)CN1,-6%,17%,7%,-2.3,96,10%,18%,6%,i,-0.1%,
Cc1cc(C)cc(NC(=O)Nc2cnccn2)c1,3%,-1%,4%,-1.1,61,1%,6%,-9%,x,-0.1%,
CN1CCN(C(=O)c2c(O)c3cccc4c3n(c2=O)CCC4)CC1,-5%,4%,13%,-0.6,32,15%,7%,-5%,i,0.1%,
Cc1ccc(C2(C)NC(=O)N(CC(=O)Nc3ccccc3N3CCCCC3)C2=O)cc1 (stereo not drawn),-1%,15%,1%,7.4,84,x,x,x,x,x,
COC(=O)CNC(=O)CN1C(=O)N(c2cccc(Cl)c2)C(N(O)C(=O)Nc2cccc(Cl)c2)C1(C)C (stereo not drawn),-2%,8%,6%,0.2,57,24%,-9%,4%,i,0.3%,
CC(C)(C)NC(=O)CN(C(=O)C(=O)Nc1ccc2c(c1)OCCO2)N1CCOCC1,-2%,-1%,7%,0.2,60,2%,22%,-1%,x,-0.3%,
CCC(CC)C(=O)N1CC(=O)Nc2ccc(F)cc2C1c1ccccc1 (stereo not drawn),-3%,6%,x,0.7,86,12%,15%,-20%,x,0.3%,
Cn1ncc([N+](=O)[O-])c1C(=O)Nc1cccc2ccccc12,-5%,15%,4%,-0.7,60,0%,-1%,-9%,x,-0.1%,
CC(=O)c1c(N2CCOCC2)nc(=S)n(-c2ccc([N+](=O)[O-])cc2)c1C,-5%,6%,7%,-0.2,40,0%,-33%,12%,x,-0.1%,
Cc1cc2ccccc2c(=O)n1CC(=O)NCC(=O)N1CCCC1,-1%,9%,6%,1.4,61,18%,21%,16%,i,0.0%,
COc1ccc(NC(=S)NCCC2=CCCCC2)cc1OC,-15%,0%,4%,-0.5,50,-6%,-9%,-5%,i,-0.2%,
Nc1nc(CN2CCN(c3ccc(F)cc3)CC2)nc(N2CCCc3ccccc32)n1,-3%,10%,4%,0.3,88,22%,-3%,-5%,i,-1.0%,
CCOC(=O)N1CCN(C(=O)Cn2cc3c(n2)CCCC3)CC1,-4%,5%,14%,4.1,44,-3%,24%,1%,i,-0.1%,
O=C(NC1CCCCC1)C(c1ccc(Cl)cc1)N1CCC2(CC1)OCCO2 (stereo not drawn),-2%,2%,7%,0.7,82,7%,-4%,15%,i,-0.1%,
CC1=C(C)/C(=N\OS(=O)(=O)c2ccc(C)cc2)C=CC1=O,20%,u,17%,x,x,-4%,-60%,6%,i,-0.3%,
O=C(NCc1cccs1)C1CCN(S(=O)(=O)N2CCCC2)CC1,0%,3%,4%,-0.5,50,-2%,-7%,8%,i,0.0%,
Cc1cc(C)cc(C(=O)NCC(=O)N2CCN(c3cccc(Cl)c3)CC2)c1,-8%,2%,8%,1.1,49,-5%,37%,-6%,x,-0.1%,
Clc1cccc2c1CCN(Cc1nc(-c3cnccn3)no1)C2,-2%,10%,10%,2.3,61,6%,10%,10%,i,0.2%,
COCCn1c(C)cc(C(=O)COc2ccc(C)nc2[N+](=O)[O-])c1C,18%,8%,0%,1.2,79,0%,34%,6%,i,-0.2%,
Cc1c(C(=O)O)sc2nc(/C=C/c3cccc(O)c3)[nH]c(=O)c12,-2%,11%,14%,-2.0,88,-2%,33%,5%,x,-0.1%,
CNC(=O)n1cc(C)c(-c2cccs2)n1,x,4%,x,0.4,60,-1%,6%,-1%,i,-0.1%,
COc1cccc(-c2cc(C(=O)N3CCc4ccccc4C3)[nH]n2)c1,0%,3%,7%,0.0,52,12%,26%,-2%,x,-0.1%,
Cc1ccc2c(C)c(C(=O)Nc3ccc(S(=O)(=O)Nc4onc(C)c4C)cc3)oc2c1,-9%,21%,2%,1.5,49,-10%,5%,0%,x,-0.1%,
COc1ccc(Cl)cc1-c1n[nH]c(=S)n1C1CCCCC1,-3%,20%,5%,-0.7,66,0%,-8%,14%,u,-0.1%,
Cc1ccc(CNc2cc(C(=O)O)ccc2C)s1,-8%,10%,2%,-0.7,59,-2%,0%,-4%,x,-0.3%,
O=S(=O)(c1ccc2ccccc2c1)N1CCN(Cc2ccccn2)CC1,-2%,1%,17%,0.7,34,24%,-7%,-2%,i,-0.1%,
CC(C)OCCCn1c(=O)c2ccccc2n2c(CCC(=O)NCc3ccccn3)nnc12,-10%,9%,9%,0.8,69,24%,12%,-12%,x,-0.1%,
Cc1cccc(NC(=S)NCc2ccc3c(c2)OCO3)c1C,-8%,8%,6%,1.4,62,8%,0%,6%,i,-0.3%,
Cc1ccc(CCC(=O)Nc2ncc(Cc3cc(Cl)ccc3Cl)s2)o1,-3%,9%,2%,x,x,1%,14%,-17%,i,-0.2%,
CCOC(=O)C1(CCOc2ccccc2)CCN(Cc2cnc(C)s2)CC1,-8%,8%,2%,0.1,34,12%,9%,5%,i,-0.3%,
Cc1cccc(CCNC(=O)C2CCN(S(=O)(=O)c3cccc4nsnc34)CC2)c1,0%,24%,-7%,0.4,47,-16%,-6%,7%,i,-0.2%,
Cc1ccc(NC(=O)c2ccccc2N(C)S(=O)(=O)c2ccccc2)c(C)c1,1%,5%,2%,2.1,37,6%,-13%,6%,i,0.4%,
OC(CN1CCOCC1)CN1CCOCC1,-1%,6%,7%,0.0,41,0%,1%,2%,x,-0.3%,
COc1ccc(CN2CCC(n3nccc3NC(=O)C3CCCC3)CC2)c(OC)c1,0%,2%,7%,-0.4,58,6%,7%,-6%,x,-0.1%,
COC(=O)Cn1c(O)c(N=NC(=O)c2ccc3c(c2)OCO3)c2ccccc21,6%,6%,5%,1.1,31,0%,11%,5%,i,0.5%,
CCC(C)(C)NC(=O)CN(C(=O)CCC(=O)Nc1nccs1)c1ccc(C)cc1,-7%,7%,3%,1.4,64,-9%,-6%,-4%,x,0.2%,
CC(NC(=O)c1ccc2c(c1)OCO2)C(c1cccs1)N1CCN(c2ccccc2)CC1 (stereo not drawn),-9%,23%,17%,8.3,59,3%,-1%,8%,i,0.6%,
CCCCOCCCNC1=NCCCCC1,-4%,14%,-3%,-1.7,82,-8%,6%,-5%,x,-0.1%,
NNC(=O)COc1ccccc1[N+](=O)[O-],1%,0%,5%,-1.0,26,-3%,-7%,0%,i,-0.3%,
COCC(C)n1c(SCC(=O)N2CCCCC2)nc2ccccc2c1=O (stereo not drawn),-5%,8%,8%,7.8,57,11%,-5%,6%,x,0.2%,
Cc1cccc(NC(=S)NC(=O)/C=C/c2ccccc2)n1,-3%,27%,-3%,1.5,56,-3%,4%,-4%,i,-0.2%,
CCOC(=O)CSc1nc2ccc(N3CCOCC3)cc2c(=O)n1Cc1ccc2c(c1)OCO2,x,31%,x,2.1,94,2%,10%,-2%,x,0.6%,
O=C(C[n+]1ccccc1)Nc1ccccc1[N+](=O)[O-],3%,6%,3%,2.2,69,9%,11%,6%,x,-0.1%,
O=C(Nc1ccc(Br)cc1F)c1cccnc1,-9%,-3%,3%,-0.2,87,-1%,-5%,-5%,i,0.3%,
O=C(O)c1ccccc1Nc1ccc([N+](=O)[O-])cc1C(=O)O,9%,7%,6%,0.9,52,11%,12%,-3%,i,-0.3%,
N#CCCN1CCN(Cc2cc(-c3ccccc3)ccc2O)CC1,2%,21%,10%,-0.4,95,13%,7%,4%,i,-0.1%,
COc1cccc(OCc2nc3ccccc3[nH]2)c1,-3%,-2%,4%,-2.9,57,14%,-8%,4%,i,-0.1%,
CCCn1c(=O)c(C(=O)Nc2ccccc2C)c(O)c2ccccc21,1%,10%,12%,5.9,59,-4%,0%,6%,x,-0.2%,
C=CCNC(=O)COc1ccc(Br)cc1Cl,-3%,-1%,6%,-2.8,98,3%,-6%,0%,i,0.2%,Dengue-2 NS5 capping pilot replicate=-3.5
